# PI5P4K alpha inh: PI5P4K alpha (human) kinase inhibition; PI5P4Kalpha enzyme, ADP-Glo luminescence, 60 min; hits give low values; hit rate 1.2% among 330,000; max response, %; P48426; active = max response of -50% or lower; inconclusive = between -30% and -50%; inactive = -30% or higher; also: value at the top dose of about 77 µM; % is scaled to controls: 0 for no effect and ±100 for the full control effect
#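 ADP-Glo luminescence end-point after a 60 min room-temperature kinase reaction. PI5P4Kalpha and substrate in HEPES pH 7.4 buffer with EGTA, 0.1% CHAPS and 5% DMSO; ATP at 5 microM final.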
# WRN helicase inh: WRN helicase (human) inhibition; hit rate 0.46% among 360,000; Potency, µM (series often up to 114 µM), without a hit: at the highest dose activity change, negative = inhibition, actives largely listed as inhibitors; AID 651768; WRN helicase unwinding, fluorescent forked duplex, kinetic; also: potency is read from the fitted curve at half-maximal effect; % is scaled to controls: 0 for no effect and ±100 for the full control effect; nearly all actives have a fitted effect of over 55% in size
#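 Enzyme (20 nM final) and test compound sit together 15 min at room temperature before substrate addition. Substrate is a single-forked duplex oligonucleotide (100 nM) labelled with fluorophore and quencher, with 2 mM ATP; helicase unwinding raises red fluorescence, read kinetically.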
# CCT chaperon mod: modulators of cytosolic chaperonin (CCT/TRiC) activity | purified chaperonin ATPase assay, HTRF ADP detection, 30 min | activity change, % (test concentration not listed), hits read low | hit rate 0.3% among 360,000 | AID 651819; in the data active = activity change below about -30%; also: % is scaled to controls: 0 for no effect and ±100 for the full control effect
#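 TRiC at 40 or 20 nM final (batch-dependent) in 30 mM Tris pH 7.4, 100 mM KCl, 5 mM MgCl2, 1 mM DTT, with compound at single 76 uM and 10 uM ATP, 30 min at 37 deg C. ADP detected by HTRF Transcreener, 665/615 ratio.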
# PLK1 PBD block: PLK1 (human) polo-box domain binding inhibition | P53350 | Plk1 PBD binding of FITC phosphopeptide, fluorescence polarization | Potency, µM, inactives show max response, negative = inhibition, actives largely listed as inhibitors | hit rate 2.8% among 360,000; also: potency is read from the fitted curve at half-maximal effect; series mostly up to about 57 µM; % is scaled to controls: 0 for no effect and ±100 for the full control effect; nearly all actives have a fitted effect of over 65% in size
# EPAC1 antagonist: antagonists of human EPAC1; O95398; EPAC1 GEF assay, Rap1b-BODIPY-GDP exchange fluorescence; Potency, µM (series often up to 115 µM), without a hit: at the top dose activity change, negative = inhibition, actives largely listed as inhibitors; hit rate 0.14% among 360,000; AID 720709;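 also: potency is read from the fitted curve at half-maximal effect; plate controls were vehicle for no effect and positive control for full effect; nearly all actives have a fitted effect of over 50% in size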
# EPAC2 agonist: activates human EPAC2 exchange factor. Q8WZA2. hit rate 0.079% among 360,000. Potency, µM (top dose mostly 154 µM), for the others: at the highest dose activation, actives largely listed as activators. EPAC2 activation, biochemical qHTS; response scale: 100% = 6.5 mM cAMP response; also: potency is read from the fitted curve at half-maximal effect; nearly all actives have a fitted effect of over 50% in size
# Target sequence (Q8WZA2 whole entry, looked up): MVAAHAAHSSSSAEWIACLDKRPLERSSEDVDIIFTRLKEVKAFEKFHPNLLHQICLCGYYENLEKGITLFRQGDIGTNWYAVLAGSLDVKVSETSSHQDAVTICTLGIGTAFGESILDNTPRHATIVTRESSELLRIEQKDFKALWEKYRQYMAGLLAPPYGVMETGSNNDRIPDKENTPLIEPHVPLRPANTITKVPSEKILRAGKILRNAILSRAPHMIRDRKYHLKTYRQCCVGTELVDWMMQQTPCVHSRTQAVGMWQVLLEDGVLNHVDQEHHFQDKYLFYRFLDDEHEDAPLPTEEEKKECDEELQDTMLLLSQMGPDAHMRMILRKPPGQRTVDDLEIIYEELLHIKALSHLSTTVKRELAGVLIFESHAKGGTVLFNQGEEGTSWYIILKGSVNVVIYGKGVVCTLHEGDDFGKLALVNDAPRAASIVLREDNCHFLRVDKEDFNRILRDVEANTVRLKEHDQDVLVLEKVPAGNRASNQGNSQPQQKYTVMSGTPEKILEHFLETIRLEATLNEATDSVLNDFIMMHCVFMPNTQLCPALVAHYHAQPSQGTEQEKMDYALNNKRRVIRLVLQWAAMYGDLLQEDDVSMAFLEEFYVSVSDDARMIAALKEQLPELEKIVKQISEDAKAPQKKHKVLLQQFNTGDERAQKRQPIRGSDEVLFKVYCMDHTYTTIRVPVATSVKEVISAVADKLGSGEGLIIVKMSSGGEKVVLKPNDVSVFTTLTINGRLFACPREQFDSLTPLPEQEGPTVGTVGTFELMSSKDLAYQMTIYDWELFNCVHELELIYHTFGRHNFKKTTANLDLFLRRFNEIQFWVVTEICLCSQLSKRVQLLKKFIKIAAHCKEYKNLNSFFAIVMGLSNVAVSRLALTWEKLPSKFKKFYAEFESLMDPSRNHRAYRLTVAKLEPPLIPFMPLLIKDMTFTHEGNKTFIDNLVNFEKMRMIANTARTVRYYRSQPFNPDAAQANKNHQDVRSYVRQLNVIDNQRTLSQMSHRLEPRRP
#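 Nucleotide exchange monitored as fluorescence drop when BODIPY-GDP leaves Rap1B. Reaction: 100 nM EPAC2, 250 nM RAP1B-BODIPY-GDP, 50 uM GDP, room temperature, kinetic read over 30 min. Activity expressed relative to 6.5 mM cAMP.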
# EPAC1 ag: EPAC1 (human) agonism | O95398 | EPAC1 agonist qHTS, biochemical assay; response scale: 100% = response to 6.5 mM cAMP | Potency, µM (highest dose often 154 µM), for the others: at the top dose activation, hits mostly activators | hit rate 0.073% among 360,000; also: potency is read from the fitted curve at half-maximal effect; nearly all actives have a fitted effect of over 60% in size
#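 Nucleotide exchange by EPAC1 (100 nM) on Rap1B–BODIPY-GDP (250 nM) in the presence of 50 uM GDP is tracked fluorescently at 480/540 nm over 30 min. Signals are normalized to a 6.5 mM cAMP control.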
# IL2 activator: activators of IL-2; IL-2 activation reporter assay, cell-based qHTS; stimulated with anti-CD3/CD4/CD28 beads; in transgenic mouse T cells; AID 652025; activation, % (series mostly up to about 46 µM); hit rate 0.065% among 360,000; in the data active = activation above about 50%; inconclusive = mostly about 30% to 49%; also: 0% is about no effect
#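 Unstimulated transgenic mouse T cells, 750 per well, received compound and, after 60 minutes, anti-CD3/anti-CD4 bead plus anti-CD28 stimulation. EGFP and DsRed were quantified after 18 hours.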
# * marks the source's active call; other numbers are inactive results; ? = inconclusive; · = no result given; [ ] = dose if it differs, or a comment. Unless noted, calls follow the shape of the dose curve; as a rule, active = well fitted curve in the direction sought with a large enough effect; inconclusive = small, poorly fitted or top-dose-only effect, or another doubt; inactive = no such curve, though single readings can be large; an effect the other way counts as inactive or inconclusive. Only part of the results is shown. The share of hits here may be higher or lower than overall.
# The line under a structure holds: EPAC1 antagonist | CCT chaperon mod | PLK1 PBD block | WRN helicase inh | PI5P4K alpha inh | EPAC2 agonist | IL2 activator | EPAC1 ag
- COC(=O)[C@H]1C[C@@H]1[C@H](NC(=O)c1cccnc1)c1ccccc1
 : 10% | -6.9 | 2% | 8% | 0 | 3% | 2.3 | 0%
- COc1ccccc1NC(=O)Nc1cc(NC(=O)Nc2ccccc2OC)c(C)nc1C
 : 1% | 0.6 | -3% | 0% | 8 | -1% | 4.8 | 4%
- CN(C)c1nc(OCCNC(=O)Nc2ccc(Cl)cc2)nc(N(C)C)n1
 : -7% | -1.5 | -2% | -1% | 1 | -12% | -2.4 | -4%
- CC1(C)CC(=O)c2c(nc(SCC(=O)Nc3nsc(-c4ccccc4)n3)c(C#N)c2-c2ccccc2)C1
 : 4% | -1.5 | -8% | -4% | 2 | 0% | 1.0 | 4%
- CCn1c(SCC(N)=O)nc2ccccc2c1=O
 : 2% | -2.6 | -1% | -5% | · | 7% | -0.5 | 3%
- Cn1cc([N+](=O)[O-])c(C(=O)NCc2cc3ccccc3[nH]2)n1
 : -4% | -3.1 | -14% | -20% | -1 | -3% | 0.0 | -4%
- O=C(COC(=O)Cn1cnc2ccccc2c1=O)NCCC1=CCCCC1
 : -18% | -1.5 | -6% | 0% | 3 | 9% | 0.0 | 4%
- C=CCc1cc(/C=C/c2nc(O)c([N+](=O)[O-])c(=O)[nH]2)cc(OC)c1O
 : ? | -1.3 | -21% | 45µM* | -64* | 10% | 4.0 | 12%
- OCCC#Cc1ccc(CN2CCN(Cc3ccccc3)C(CCO)C2)cc1 (stereo not drawn)
 : 5% | 1.2 | 8% | -1% | -7 | 3% | -0.3 | -6%
- CCN=C1SC(CC(=O)NCCc2ccc(OC)c(OC)c2)C(=O)N1CC (stereo not drawn)
 : 3% | -1.4 | -2% | 5% | 1 | 1% | -1.8 | -2%
- COCCN(Cc1nnc(-c2cccs2)o1)C(=O)CN1C(=O)NC2(CCCCC2)C1=O
 : -16% | -3.7 | -17% | -1% | 0 | 2% | -0.8 | 5%
- NC(=O)NC(=O)CN1C(=O)NC(c2ccccc2)(c2ccccc2)C1=O
 : 32%[activator] | 1.3 | 0% | 7% | 1 | 0% | 1.5 | -5%
- O=C1CN=CN=CN1c1ccc(Cl)cc1Cl
 : 32%[activator] | -1.1 | -2% | 7% | -2 | 3% | -1.5 | -6%
- COc1ccc(CN2C(=NC(=O)CCC3CCCC3)SC3CS(=O)(=O)CC32)cc1 (stereo not drawn)
 : -22% | -1.3 | -12% | 2% | 3 | 5% | 2.0 | 5%
- C[C@H](CO)N1C[C@H](C)[C@@H](CN(C)Cc2ccc(-c3ccccc3)cc2)Oc2c(NC(=O)Cc3ccccc3)cccc2C1=O
 : -8% | 0.5 | -6% | -2% | 0 | 6% | -0.5 | 2%
- CC1OC(CCc2cccc(Cl)c2)Cc2[nH][nH]c(=O)c21 (stereo not drawn)
 : -2% | 0.4 | -4% | 3% | -9 | 4% | -0.4 | -13%
- CC(=O)Nc1ccc(NC(=O)c2ccc(-c3c(C)noc3C)c3ccoc23)cc1
 : -26% | -0.7 | 5% | -5% | -14 | 0% | 0.3 | -12%
- CCCCCOC(=O)C(C)c1c(C)[nH]c(=S)[nH]c1=O (stereo not drawn)
 : 10% | -4.6 | -11% | 6% | 0 | 7% | -0.6 | 1%
- COc1ccc(CNC(=O)C2CCN(C(=O)Cc3ccccc3)CC2)cc1
 : -2% | -0.4 | -7% | 10% | 1 | 5% | 0.5 | 10%
- O=C(NCC1OCCc2ccccc21)c1ccc(NC(=O)c2cccc(Br)c2)cc1 (stereo not drawn)
 : 1% | 0.6 | -11% | 4% | 9 | -3% | -0.5 | 7%

# Looked up by structure from the list above (5):
# The line under a structure holds: EPAC1 antagonist | CCT chaperon mod | PLK1 PBD block | WRN helicase inh | PI5P4K alpha inh | EPAC2 agonist | IL2 activator | EPAC1 ag
- C[C@H](CO)N1C[C@H](C)[C@@H](CN(C)Cc2ccc(-c3ccccc3)cc2)Oc2c(NC(=O)Cc3ccccc3)cccc2C1=O
 : -8% | 0.5 | -6% | -2% | 0 | 6% | -0.5 | 2%
- O=C(NCC1OCCc2ccccc21)c1ccc(NC(=O)c2cccc(Br)c2)cc1 (stereo not drawn)
 : 1% | 0.6 | -11% | 4% | 9 | -3% | -0.5 | 7%
- C=CCc1cc(/C=C/c2nc(O)c([N+](=O)[O-])c(=O)[nH]2)cc(OC)c1O
 : ? | -1.3 | -21% | 45µM* | -64* | 10% | 4.0 | 12%
- CC(=O)Nc1ccc(NC(=O)c2ccc(-c3c(C)noc3C)c3ccoc23)cc1
 : -26% | -0.7 | 5% | -5% | -14 | 0% | 0.3 | -12%
- COc1ccc(CN2C(=NC(=O)CCC3CCCC3)SC3CS(=O)(=O)CC32)cc1 (stereo not drawn)
 : -22% | -1.3 | -12% | 2% | 3 | 5% | 2.0 | 5%

# (cont.)
# The line under a structure holds: EPAC1 antagonist | CCT chaperon mod | PLK1 PBD block | WRN helicase inh | PI5P4K alpha inh | EPAC2 agonist | IL2 activator | EPAC1 ag
- CCCn1c(=O)c2ccccc2n2c(=S)[nH]nc12
 : -1% | 0.2 | -12% | -2% | -10 | 5% | -2.6 | -3%
- COc1ccc(C2=Nc3ccccc3NC(=O)C2N(CCc2ccccc2)C(=O)c2cccs2)cc1 (stereo not drawn)
 : -3% | 0.5 | 2% | -5% | -4 | 10% | -0.5 | 16%
- CCOC(=O)C1C(=O)NCC2CCCC21 (stereo not drawn)
 : 4% | -1.2 | -4% | 2% | -8 | 4% | -0.8 | 7%
- COc1cc(NC(=S)NCc2cccs2)cc(OC)c1
 : -2% | -2.3 | -6% | -4% | 0 | 9% | 2.2 | 0%
- O=C1c2ccccc2C(=O)N1Cc1ccccc1F
 : -11% | 1.0 | -1% | -2% | 0 | -7% | -4.0 | -5%
- O=C(Nc1ccccc1Cl)c1cc2ccccc2o/c1=N\O
 : -6% | 2.1 | -17% | -13% | -7 | 0% | -0.3 | 15%
- CC1CCC(NC(=O)COC(=O)c2n[nH]c(=O)c3ccccc23)CC1 (stereo not drawn)
 : 13% | -1.3 | -2% | -12% | -3 | -9% | 1.4 | -10%
- O=[N+]([O-])c1ccc(O)c(P(=O)(c2ccccc2)c2ccccc2)c1
 : -11% | 3.4 | 0% | -16% | 0 | 4% | -0.1 | 7%
- O=C(Cn1cc2c(n1)CCCCC2)N1CCCCC1
 : ? | -1.8 | -7% | 3% | -5 | 7% | -0.4 | 0%
- COc1ccc(C2/C=C\CN(CC(C)(C)C)CC(=O)N2Cc2ccc(F)cc2)cc1 (stereo not drawn)
 : -10% | 1.4 | -4% | 4% | 2 | 14% | -0.6 | -5%
- O=C(CCN1C(=O)c2ccccc2C1=O)Nc1ccc(-c2nc3ccccc3s2)cc1
 : -9% | 0.8 | -8% | -21% | -19 | -1% | 2.3 | 10%
- O=C(CCC1CCCN(c2ncccn2)C1)N1CCN(c2ccccn2)CC1 (stereo not drawn)
 : 24% | -0.5 | 4% | 4% | -1 | 6% | -3.9 | -4%
- COc1cccc(CCNC(=O)c2ccc(C#N)cc2)c1
 : 5% | 1.0 | -5% | -18% | -8 | 13% | -4.3 | -5%
- NC(=O)c1cccc(NC(=O)Nc2ccc(Cl)cc2)c1
 : 4% | 0.2 | 8% | 12% | 8 | 3% | 0.1 | -5%
- CCN(CC)S(=O)(=O)c1cccc(NC(=O)CN2C(=O)c3ccc([N+](=O)[O-])cc3C2=O)c1
 : -11% | 0.9 | -9% | -6% | 5 | -11% | -0.4 | -2%
- O=c1c(C(c2ccc(Cl)cc2)c2c(O)nc3n(c2=O)CCCS3)c(O)nc2n1CCCS2
 : -28% | 0.3 | ? | -21% | 5 | 3% | -2.9 | -3%
- Cc1ccc(CNC(=O)CSc2nc(C)cs2)cc1
 : -24% | 0.8 | -8% | 6% | 0 | -6% | -0.6 | 0%
- COCCNC(=O)CCc1c(C)nc2c(-c3ccc(F)cc3)c(C)nn2c1C
 : 8% | -2.8 | -6% | 5% | 4 | -6% | -0.9 | 0%
- COc1cc(C(O)c2nc3ccccc3n2C)cc(OC)c1OC (stereo not drawn)
 : 2% | 0.3 | -1% | -4% | 1 | -1% | -0.1 | 1%
- Oc1ccc(N2CCN(c3ncnc4sc(-c5ccccc5)cc34)CC2)cc1
 : -20% | -0.4 | -9% | -2% | -18 | 1% | -6.6 | 12%

# Entries of single compounds from above. Order of values: EPAC1 antagonist | CCT chaperon mod | PLK1 PBD block | WRN helicase inh | PI5P4K alpha inh | EPAC2 agonist | IL2 activator | EPAC1 ag
# NC(=O)c1cccc(NC(=O)Nc2ccc(Cl)cc2)c1 as listed: 4% | 0.2 | 8% | 12% | 8 | 3% | 0.1 | -5%
# COc1ccc(C2/C=C\CN(CC(C)(C)C)CC(=O)N2Cc2ccc(F)cc2)cc1 (stereo not drawn) as listed: -10% | 1.4 | -4% | 4% | 2 | 14% | -0.6 | -5%
# COCCNC(=O)CCc1c(C)nc2c(-c3ccc(F)cc3)c(C)nn2c1C as listed: 8% | -2.8 | -6% | 5% | 4 | -6% | -0.9 | 0%
# CCOC(=O)C1C(=O)NCC2CCCC21 (stereo not drawn) as listed: 4% | -1.2 | -4% | 2% | -8 | 4% | -0.8 | 7%
# Oc1ccc(N2CCN(c3ncnc4sc(-c5ccccc5)cc34)CC2)cc1 as listed: -20% | -0.4 | -9% | -2% | -18 | 1% | -6.6 | 12%

# (continued)
# The line under a structure holds: EPAC1 antagonist | CCT chaperon mod | PLK1 PBD block | WRN helicase inh | PI5P4K alpha inh | EPAC2 agonist | IL2 activator | EPAC1 ag
- CSc1cccc(NC(=O)CN(c2cccc(C)c2)S(C)(=O)=O)c1
 : -14% | -3.3 | -9% | -7% | 2 | 19% | 1.0 | -2%
- O=C(CCN1C(=O)S/C(=C\c2ccccc2)C1=O)N1CCOCC1
 : 10% | -0.9 | 0% | 1% | 0 | -4% | -0.2 | -6%
- CCc1ccc(C(=O)NNC(=O)c2cccc(S(=O)(=O)N3CCN(C)CC3)c2)cc1
 : 1% | -1.8 | -10% | -8% | 6 | 2% | -6.5 | -2%
- Cc1ccc(CNc2cnccn2)s1
 : 20% | -1.6 | -7% | 2% | -1 | -1% | 2.4 | -1%

# Source: PubChem BioAssay (National Center for Advancing Translational Sciences (NCATS))
